Assay outcomes deposited in PubChem BioAssay by National Center for Advancing Translational Sciences (NCATS).
Tb PYK inh: qHTS of Trypanosoma Brucei Inhibitors; pyruvate kinase (Trypanosoma brucei), Q57TT1; Potency, µM (titrated, usually from 76.8 µM), inactives show at the highest dose activity, negative = inhibition, hits mostly inhibitors; TbPYK enzyme, Kinase-Glo Plus ATP luminescence, 45 min; 410,000 tested, 0.12% active; AID 624173, 2012; note: nearly all actives have a fitted effect of over 50% in size
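Screened from lowest to highest concentration, compounds were pinned into TbPYK/substrate mixtures, and ADP (130 uM final) was added. Plates sat at room temperature for 45 min prior to Kinase-Glo Plus detection by luminescence.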
Sm TGR block: qHTS Assay for the Inhibitors of Schistosoma Mansoni Peroxiredoxins. purified TGR, DTNB reduction, TNB absorbance 405 nm. Potency, µM (series often up to 114 µM), for the others: at the highest dose activity change, negative = inhibition, usual class: inhibitors. 360,000 tested, 3% active; note: nearly all actives have a fitted effect of over 60% in size
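First, TGR (20 nM dispensed) and NADPH were mixed with compound. Second, a 15 min room-temperature incubation followed. Third, further NADPH and then DTNB were added to start the reaction. Finally, TNB absorbance was monitored kinetically.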
Starred values were filed as active, the others as inactive; ? = inconclusive; & = joins results of further samples; [ ] = remark or other dose. Calls come from the whole dose curve; as a rule, active = well fitted curve in the direction sought with a large enough effect; inconclusive = small, poorly fitted or top-dose-only effect, or another doubt; inactive = no such curve, though single readings can be large; an effect the other way counts as inactive or inconclusive. % is set by controls: 0 for no effect and ±100 for the full control effect; potency is the fitted concentration of half-maximal effect. The list is partial (hit frequency here may not be typical).

The line under a structure holds: Sm TGR block	Tb PYK inh
CCOC(=O)c1c(C)oc2nc(C)nc(N3CCN(c4ccc(C(C)=O)cc4)CC3)c12
 : 3.5%	-0.4%
Cc1cccc(Cn2c(=O)n(Cc3ccc(C(=O)NC4CCN(Cc5ccccc5)CC4)cc3)c(=O)c3ccccc32)c1
 : 10.3%	-0.8%
COCCNC(=O)Cn1cc(S(=O)(=O)Cc2ccccc2Cl)c2ccccc21
 : 0.6%	-14.0%[15.4 µM]
Cc1ccc(N(CC(=O)Nc2cc(C)ccc2C)S(=O)(=O)c2c(C)noc2C)cc1
 : -2.8%	2.3%
Cc1ccc2nc(Cl)c3cc(C(=O)NCCCN4CCC(C)CC4)sc3c2c1
 : 0.3%	-1.2%
COc1ccc(CCNC(=O)c2cc3c(-c4ccccc4F)nn(C)c3s2)c(OC)c1
 : 1.7%	-8.8%
CCOc1ccccc1NS(=O)(=O)c1ccc2c(c1)oc(=O)n2C
 : -2.9%	4.1%
NC(=O)C1CCN(C(=O)c2cccc(NC(=O)c3nsc4ccccc34)c2)CC1
 : -3.5%	2.2%
O=C(NC1CC(=O)N(c2ccc(Cl)cc2)C1)C(=O)c1c[nH]c2ccccc12 (stereo unspecified)
 : -0.7%	2.8%
COc1cccc(C(=O)NC(=O)Nc2ccc(-c3cc(C(F)(F)F)nn3-c3ccccc3)cc2)c1
 : -2.9%	2.4%

The list goes on.
The line under a structure holds: Sm TGR block	Tb PYK inh
CC1=C(C(=O)N2CCN(c3ccc(Cl)cc3)CC2)C2(CCC(C)CC2)OC1=O (stereo unspecified)
 : -16.1%	3.2%
CC(C)c1ccc(S(=O)(=O)N2CCC(n3c(C(F)(F)F)nc4cccnc43)CC2)cc1
 : -3.2%	1.1%
O=C(Cn1c(SCCOc2ccc(Cl)cc2)nc2ccccc21)N1CCCCC1
 : -4.0%	-9.8%
Cc1ccccc1-c1cc2nccc(-c3cc(Cl)ccc3O)n2n1
 : 6.5%	7.8%
Cc1cccc(C(=O)Nc2nc3c(s2)CCCC3)c1
 : 4.0%	-7.6%
COc1cccc(CNC(=O)C2CCN(c3nc4ccc(Cl)cc4[nH]3)CC2)c1
 : 5.6%	3.3%[15.4 µM]
CCOC(=O)c1ccccc1NC(=O)CSc1nc2cn(CC)nc2c(=O)n1Cc1ccc(Cl)cc1
 : 1.5%	1.1%
CSc1nn(Cc2cccc(F)c2)c(N(C(C)=O)C(C)=O)c1S(=O)(=O)c1ccccc1
 : ?	-4.0%
O=C(NCc1ccco1)c1ccc2c(c1)N(Cc1ccc(Cl)cc1)C(=O)c1ccccc1S2(=O)=O
 : -3.8%	3.5%
CCCSc1nc2c(c(=O)[nH]1)C(c1ccc(O)c(OCC)c1)CC(=O)N2 (stereo unspecified)
 : 3.1%	-12.3%

Other records:
The line under a structure holds: Sm TGR block	Tb PYK inh
Cc1cc(C)n2c(Nc3ccccc3)c(-c3ccccc3)nc2n1
 : -3.6%	-3.7%
Cc1ccc(-c2nc3sc(CCNC(=O)c4ccc(Br)o4)c(C)n3n2)cc1
 : 12.5%	-0.5%
COc1ccc(NC(=O)C2CCN(S(=O)(=O)c3c(C)noc3/C=C/c3cccs3)CC2)cc1
 : 0.2%	-1.8%
CCc1ccc(NC(=O)CSc2cn(CC(=O)N3CCCC3)c3ccccc23)cc1
 : -1.4%	1.3%
COc1ccc(N2CCN(c3ncnc4onc(-c5ccc(F)cc5)c34)CC2)cc1
 : 10.0%	10.5%
COc1cccc(CCNc2ncnc3c2nnn3C)c1
 : 8.1%	0.0%
C#CCn1c(C2CC(=O)N(c3ccc(OCC)cc3)C2)nc2ccccc21 (stereo unspecified)
 : 6.1%	1.0%
CCOc1ccc(CCNC(c2nnc(-c3ccccc3)o2)c2ccccc2Cl)cc1OCC (stereo unspecified)
 : 5.0%	-1.1%
COc1ccc2occ(CC(=O)Nc3ccc(S(=O)(=O)Nc4nc(C)cc(C)n4)cc3)c2c1
 : 0.3%	-15.5%
Cc1cccc(-c2nc(CCNC(=O)c3ccco3)cs2)c1
 : 0.3%	3.4%&-2.2%

Taken from above:
Result for COc1ccc(NC(=O)C2CCN(S(=O)(=O)c3c(C)noc3/C=C/c3cccs3)CC2)cc1 in Tb PYK inh: -1.8%
Result for CCOc1ccc(CCNC(c2nnc(-c3ccccc3)o2)c2ccccc2Cl)cc1OCC (stereo unspecified) in Sm TGR block: 5.0%
Result for COc1ccc(N2CCN(c3ncnc4onc(-c5ccc(F)cc5)c34)CC2)cc1 in Tb PYK inh: 10.5%
Result for Cc1cc(C)n2c(Nc3ccccc3)c(-c3ccccc3)nc2n1 in Sm TGR block: -3.6%

Other entries follow.
The line under a structure holds: Sm TGR block	Tb PYK inh
Cc1c(CNC2CCCCCC2)c(C(=O)O)c(C)n1Cc1cccc(Cl)c1
 : -7.2%	-5.4%
Cn1c(=O)c2c(SCC(=O)N3CCc4ccccc43)nc(-c3cccc(F)c3)nc2n(C)c1=O
 : 1.3%	4.4%
COc1cc(OC)c(NC(=O)NCCn2nnc3cc(S(=O)(=O)N(C)C)ccc32)cc1Cl
 : -3.9%	-0.3%
CCC(NC(=O)Nc1cccc(C)c1)c1c(-n2cccc2)sc2c1CCN(C)C2 (stereo unspecified)
 : 1.2%	-2.6%
Cc1ccc(NC(=O)c2cc(S(=O)(=O)N3CCC4(CC3)OCCO4)ccc2F)cc1Cl
 : 7.1%	-1.5%
COc1ccc(CNC(=O)CSc2ncc(S(=O)(=O)c3ccc(C)c(Cl)c3)c(=O)[nH]2)cc1
 : -3.7%	5.8%
Cc1ccccc1C(=O)N(Cc1nc(-c2ccc(Cl)cc2)no1)C(C)C
 : 7.2%	0.1%
COC(=O)c1ccc(C2C=C(c3ccc(Cl)cc3)Nc3nc4ccccc4n32)cc1 (stereo unspecified)
 : ?	-8.2%
COc1ccc(CCNC(=O)C2=C(C)C(=O)OC23CCCCC3)c(OC)c1OC
 : 0.0%	-6.7%
CCn1c(CN2CCN(C)CC2)nc2ccccc21
 : 0.9%	-2.5%

Next compounds.
The line under a structure holds: Sm TGR block	Tb PYK inh
Cc1cccc(NC(=O)Cn2c(=O)n(CCCCCC(=O)NCc3ccccc3)c(=O)c3sccc32)c1
 : -3.2%	-8.5%
CCc1cccc(C)c1NC(=O)CCCn1nc(C)c2sc3ccccc3c2c1=O
 : -4.6%	-0.2%
Cc1ccccc1OCC(=O)OCc1cc(=O)n2nc(C3CC3)sc2n1
 : 4.1%	3.2%
CCc1ccc(-n2nc(CO)c(C(=O)NCc3ccccc3Cl)n2)cc1
 : -6.8%	1.3%
Cc1cccc(N(C)c2nc3ccc(C(=O)c4ccccc4)cc3n3c(C)nnc23)c1
 : -3.9%	-13.2%[15.4 µM]
CCOC(=O)c1nc(Nc2ccccc2OC)c2ccccc2n1
 : -4.5%	5.5%
COc1ccc(OCc2ccc(-c3nc(C#N)c(N4CCC(C)CC4)o3)o2)cc1
 : 6.0%	-0.6%
COc1cc2[nH]c(=O)n(Cc3ccc(C(=O)N4CCN(c5cccc(C)c5C)CC4)cc3)c(=O)c2cc1OC
 : -10.5%	-17.7%
O=C(NCCc1ccccc1)c1ccc(Cn2c(SCc3ccccc3)nc3cccnc32)cc1
 : -0.2%	-4.0%
Cc1ccc(C)c(N(C)C(=O)c2cc3c(s2)-c2ccccc2OC3)c1
 : -6.4%	0.4%

Some of the entries so far, bar-delimited:
compound | Sm TGR block | Tb PYK inh
CCc1ccc(-n2nc(CO)c(C(=O)NCc3ccccc3Cl)n2)cc1 | -6.8% | 1.3%
Cc1cccc(N(C)c2nc3ccc(C(=O)c4ccccc4)cc3n3c(C)nnc23)c1 | -3.9% | -13.2%[15.4 µM]
CCOC(=O)c1nc(Nc2ccccc2OC)c2ccccc2n1 | -4.5% | 5.5%
COc1ccc(OCc2ccc(-c3nc(C#N)c(N4CCC(C)CC4)o3)o2)cc1 | 6.0% | -0.6%
COc1cc2[nH]c(=O)n(Cc3ccc(C(=O)N4CCN(c5cccc(C)c5C)CC4)cc3)c(=O)c2cc1OC | -10.5% | -17.7%
O=C(NCCc1ccccc1)c1ccc(Cn2c(SCc3ccccc3)nc3cccnc32)cc1 | -0.2% | -4.0%

(more compounds)
The line under a structure holds: Sm TGR block	Tb PYK inh
COc1ccc(NC(=O)CSc2nnc(-c3ccc(C)cc3)o2)cc1
 : 4.1%	6.6%
CCOc1ccc(NC(=O)CSc2nnc3scc(-c4ccccc4)n23)cc1
 : -2.7%	-3.0%
Cc1ccc(NC(=O)C2CCCN2S(=O)(=O)c2cccc3nsnc23)c(C)c1 (stereo unspecified)
 : 8.4%	-0.5%
CCn1cc(C(=O)NCc2ccc(C)cc2)c(=O)c2cc(S(=O)(=O)N3CCC(C)CC3)ccc21
 : 1.9%	-6.0%
N#Cc1cccc(NC(=O)c2cc3c(s2)-c2ccc(Cl)cc2SC3)c1
 : -2.6%	0.9%
CCc1ccccc1Nc1nn2c(=O)c3ccc(C(=O)NC4CCCCC4)cc3nc2s1
 : -0.1%	3.0%
COc1ccc(CCNC(=O)Cc2c(C)c3cc(OC)c(OC)cc3oc2=O)cc1
 : 6.8%	-2.7%
O=C(O)c1ccc(NC(=O)c2ccc(Cl)c(S(=O)(=O)N3CCCCCC3)c2)cc1
 : 2.1%	5.0%
Cc1cc(=O)[nH]c2nnc(SCc3ccc(F)cc3)n12
 : 1.1%	-12.4%
CC(C)c1ccc(NC(=O)Cn2c(=O)n(CC3CCC(C(=O)NCCc4ccccc4)CC3)c(=O)c3ccccc32)cc1 (stereo unspecified)
 : 1.2%	-4.5%

(cont.)
The line under a structure holds: Sm TGR block	Tb PYK inh
Cc1ccc2c(CC(=O)Nc3c(C(=O)c4ccc(F)cc4)oc4ccccc34)coc2c1
 : -5.5%	2.5%
Cc1nc2ccccn2c(=O)c1NC(=O)c1ccc(F)c(F)c1
 : 0.5%	-6.8%
CCOc1ccccc1CC1C(=O)Nc2ccc(Br)cc21 (stereo unspecified)
 : -7.4%	0.5%
CCCN1CCN(CCCNC(=O)c2ccc3c(c2)sc2nc(-c4ccc(OC)cc4)cn23)CC1
 : -2.6%	4.9%
COc1ccc(-n2nc(C(=O)Nc3ccc(C(C)=O)cc3)nc2-c2ccccc2)cc1
 : -3.2%	0.1%
CCOc1ccc(NC(=O)COc2ccc(S(=O)(=O)NC3CCCCC3)cc2)cc1
 : -0.8%	-3.0%
CCCOc1ccc(C(=O)N(Cc2ccccc2Cl)C2CCS(=O)(=O)C2)cc1 (stereo unspecified)
 : 9.1%	4.7%
COc1ccc(CNC(=O)c2cc3oc4ccccc4c3n2C)cc1OC
 : -1.2%	-1.4%
CC(C)Cc1nn2c(=O)cc(COC(=O)c3cccc(NS(C)(=O)=O)c3)nc2s1
 : 19.9%	-9.2%
Cc1ccc(-c2onc(C)c2C)cc1S(=O)(=O)NCc1ccco1
 : 2.8%	-13.3%

(more compounds)
The line under a structure holds: Sm TGR block	Tb PYK inh
COc1ccc(Nc2ncnc3c2nc2n3CCCC2)cc1Cl
 : 0.2%	-12.7%
Cc1ccc(/C=C/c2onc(C)c2S(=O)(=O)N2CCC(C(=O)NCc3ccc(C)o3)CC2)cc1
 : -7.0%	3.4%
Cc1cc(C(=O)Nc2cccc(C)c2C)c2c(C)nn(-c3cccc(F)c3)c2n1
 : -1.6%	-11.5%
CC(C)Oc1ccc(CNC(=O)c2ccc3c(c2)N(C)C(=O)C2CCCCN32)cc1 (stereo unspecified)
 : -16.1%	4.8%
Cc1cccc(NC(=O)CCc2c(C)nc3c(c(C)nn3C(C)(C)C)c2C)c1C
 : 0.3%	2.5%
CCOc1ccccc1NC(=O)CCc1c(C)nn(-c2ccc(N3CCOCC3)nn2)c1C
 : -8.8%	-2.6%
Cc1ccc2nc(-c3ccc(Cl)c(NC(=O)c4ccc(Br)o4)c3)oc2c1
 : -4.5%	-1.1%
Cc1ccc(C)c(N2CCN(c3nc4ccccc4c4nc(-c5cccnc5)nn34)CC2)c1
 : 7.1%	0.0%
CC(C)OC(=O)c1c(NC(=O)c2cccc(C(F)(F)F)c2)sc2c1CCCC2
 : 3.0%	0.0%
